Compound activity from PubChem.
SR-BI DiI inh: inhibitors of mouse SR-BI mediated HDL lipid uptake. Q61009. ldlA[mSR-BI] CHO cells, DiI-HDL uptake fluorescence, 3 h. inhibition, % at 12.5 µM. 320,000 compounds, 0.96% hits. AID 488896;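 active means mean replicate inhibition of at least 70% and a set share of replicates each scoring 70 or more; inconclusive means meets just one of the two criteria; inactive means fails both criteria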;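 further: 0% = median of neutral control wells and 100% = median of positive control wells; values of inactives mirror those of a sister screen read the other way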
Target sequence (Q61009 whole entry, looked up): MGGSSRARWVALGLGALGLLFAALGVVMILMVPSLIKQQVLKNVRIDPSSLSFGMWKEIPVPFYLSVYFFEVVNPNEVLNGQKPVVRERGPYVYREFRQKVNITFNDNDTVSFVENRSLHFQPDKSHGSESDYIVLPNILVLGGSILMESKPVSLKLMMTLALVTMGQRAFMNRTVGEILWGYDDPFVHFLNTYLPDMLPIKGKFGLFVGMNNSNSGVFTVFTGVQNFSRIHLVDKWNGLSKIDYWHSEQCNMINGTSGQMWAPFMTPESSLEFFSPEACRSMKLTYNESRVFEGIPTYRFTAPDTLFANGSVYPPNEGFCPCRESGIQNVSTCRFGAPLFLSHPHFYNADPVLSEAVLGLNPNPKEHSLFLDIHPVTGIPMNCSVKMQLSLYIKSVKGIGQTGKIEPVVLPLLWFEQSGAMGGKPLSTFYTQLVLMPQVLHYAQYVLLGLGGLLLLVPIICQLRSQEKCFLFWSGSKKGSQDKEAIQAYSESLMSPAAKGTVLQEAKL
phage Ecoli inh: E. coli growth loss with phage present | 360,000 compounds, 0.26% hits | AID 651602 | growth absorbance | inhibition, % at 11.9 µM; in the data active means inhibition above about 11%
AddAB inh: less growth of phage-infected E. coli with AddAB; E. coli expressing H. pylori AddAB, absorbance growth; inhibition, % at 11.9 µM; 330,000 compounds, 0.29% hits; AID 435030; in the data active means inhibition above about 12%;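 further: 0% = vehicle wells of infected cells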
CAL PDZ FP-1: human CAL PDZ-peptide interaction inhibition. purified CAL PDZ, TMR-peptide fluorescence polarization, 1 h. inhibition, % at 20 µM. 330,000 compounds, 0.02% hits. AID 504414;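 active means highest replicate inhibition of at least 40%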;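 further: plate controls were DMSO neutral control wells for no effect and unlabeled competitor peptide control wells for full effect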
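Read-out basis: mP drop reported as inhibition | Assay system: Tagged CAL PDZ protein CerCALP, purified | Benchmarks: Unlabelled peptide for full inhibition, DMSO wells as neutral | Schedule: 1 h incubation at room temperature before polarization reading | Buffer or medium: Sodium phosphate/NaCl buffer pH 7.4 with TCEP, IgG, Thesit | Doses: Single point, 20 µM | Measured by: Fluorescence polarization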
CAL PDZ FP-2: inhibitors of human CAL PDZ peptide binding; Q9HD26; purified CAL PDZ, TMR-peptide fluorescence polarization, 1 h; inhibition, % at 24.9 µM; 300,000 compounds, 0.92% hits; AID 602252;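 active means mean inhibition of at least 30% with at least half of replicates also reaching 30%; inconclusive means no clear call, values can overlap the other calls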;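 further: 0% = DMSO neutral control and 100% = excess unlabeled competitor peptide PRC23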
Ecoli viability: counter-screen for AddAB inhibitors: E. coli growth inhibition | E. coli V3065 growth, OD600 absorbance, 18 h | inhibition, % at 11.9 µM | 330,000 compounds, 0.27% hits;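 active means inhibition above the campaign's mean inhibition across all tested compounds plus 3 SD, cut at about 9.9% in these data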;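 further: uninfected addAB+ strain grown without phage in ampicillin broth; 0% = DMSO wells and 100% = ciprofloxacin 0.95 µg/ml wells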
SR-BI DiI-HDL act: activators of SR-BI mediated HDL lipid uptake. CHO ldlA[mSR-BI] cells, DiI-HDL uptake fluorescence, 3 h; 100 = double the neutral-control signal. activation, % at 12.5 µM. 320,000 compounds, 0.096% hits. AID 504775;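 active means mean replicate activation of at least 60% and every replicate at or above 60%; inconclusive means mean or all-replicate condition met, but not both; inactive means mean below 60% and not all replicates reaching 60%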;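 further: 0% = median plate neutral-control signal and 100% = twice that signal; values of inactives mirror those of a sister screen read the other way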
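Assay system: LDL receptor-deficient CHO ldlA cells overexpressing murine SR-BI / Medium: BSA-supplemented, HEPES-buffered Ham's F12, pH 7.4 / Probe or stimulus: DiI-labelled HDL at 10 µg/mL final / Timing: compound with DiI-HDL co-incubation, 3 h at 37 °C / Technique: bottom-read cell fluorescence after medium removal, ex 550/em 595 nm / Measure: HDL uptake via cellular fluorescence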
MITF TRPM1 HTS: activators of MITF-driven TRPM1 promoter activity in SK-MEL-5 cells; SK-MEL-5 TRPM1-promoter luciferase, 24 h; % of positive control, neutral wells = 0; activation, % at 12.5 µM; 300,000 compounds, 0.75% hits; AID 588334;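 active means mean activation of at least 80% with every replicate also reaching 80%; inconclusive means mean reaches 80% but some replicate falls short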;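 further: 0% = neutral control wells and 100% = parthenolide positive control wells; values of inactives mirror those of a sister screen read the other way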
Tat transport: E. coli Tat transport inhibition | E. coli MC4100 TorA-mCherry Tat export, fluorescence | inhibition, % at 10 µM | 340,000 compounds, 0.036% hits | AID 488895;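 active means mean replicate inhibition at least 50% and at least half of replicates individually reaching 50%; inconclusive means only one of the two criteria met; inactive means neither criterion met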;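 further: exported cargo escapes ClpAP degradation while cytoplasmic cargo is degraded and loses fluorescence; 0% = median of neutral control wells and 100% = median of NaSCN control wells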
Wnt bcat act: activates Wnt/beta-catenin signaling in a reporter cell assay | activator, plate reader | activation, % at 9.35 µM | 300,000 compounds, 1.2% hits; in the data active means activation above about 30%, passing the limit was not always enough; inconclusive means no clear call, values can overlap the other calls;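 further: 0% = neutral control wells and 100% = positive control wells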
An asterisk follows results filed as active; ? = inconclusive; . = not tested or not shown.

SMILES	SR-BI DiI inh	phage Ecoli inh	AddAB inh	CAL PDZ FP-1	CAL PDZ FP-2	Ecoli viability	SR-BI DiI-HDL act	MITF TRPM1 HTS	Tat transport	Wnt bcat act
COC(=O)c1ccc(NC(=O)CN2C(=O)c3ccccc3S2(=O)=O)cc1	0	-0.2	0.6	-1.9	.	-0.4	0	1	-9	1
CCN(c1ccc(NS(=O)(=O)c2cc(Cl)ccc2Cl)cc1)C(C)C	17	-1.4	1.6	-0.6	3	-0.7	-17	1	-4	.
O=C(O)C/C(=C\c1ccc(N2CCOCC2)c([N+](=O)[O-])c1)c1nc2ccccc2s1	.	-1.2	-3.0	-2.3	0	-2.3	.	0	-2	-1
CCc1ccc(CNCc2cccnc2)cc1	6	3.0	2.3	-2.1	-4	2.2	-6	3	-7	.
CCc1ccc(-n2nc3ccc(NC(=O)c4ccc5c(c4)OCO5)cc3n2)cc1	6	0.2	-0.9	-1.4	-3	-1.8	-6	.	-5	.
CCc1noc(C)c1C(=O)N(C)CC(=O)Nc1ccccc1Br	2	1.6	0.0	-1.2	-4	-0.1	-2	-10	-3	0
Cc1cccc(NC(=S)N(CCN2CCOCC2)Cc2ccccc2F)c1	8	1.9	0.8	0.2	12	1.8	-8	-3	-6	-1
O=C(CSc1nncn1-c1ccccc1)Nc1ccccc1F	.	-5.4	-2.8	0.0	.	-0.6	.	3	4	2
COc1ccc(-n2nc(C(=O)N3CCC(C#N)CC3)c3c4ccccc4n(C)c3c2=O)cc1	-9	1.4	-2.0	0.1	.	0.7	9	-9	2	-2
CC(C)N=c1scc(-c2ccco2)n1/N=C/c1ccc(O)c(O)c1	54	6.3	3.5	-1.1	.	2.0	-54	19	4	.
CCc1ccc(OCCCC(=O)Nc2nccs2)cc1	-37	4.3	-0.1	-2.7	-1	-0.3	37	9	-5	5
Cc1ccc(S(=O)(=O)N2CCN(C)CC2)cc1	-8	2.0	3.9	-1.0	-4	0.2	8	.	10	1
S=C1N(c2ccccc2)C(c2ccc(Br)cc2)N2CCCN12 (centres undefined)	-3	0.6	3.3	0.1	-1	0.2	3	-14	-6	-1
O=c1[nH]nc(-c2ccc(F)cc2)cc1Cc1cccs1	-1	0.8	-0.9	-2.0	-4	-3.8	1	-14	5	1
O=C(NC(=S)Nc1cccc(Cl)c1N1CCOCC1)c1cccs1	56	1.6	0.8	-0.6	-4	1.4	-56	-10	-6	-2
O=C(COc1ccc(F)cc1)Nc1nnc(-c2ccncc2)s1	10	2.6	2.4	0.5	.	2.2	-10	2	-8	1
COc1ccccc1C(=O)N/N=C(\C)c1ccc(NC(=O)C2CC2)cc1	?	1.6	1.6	-2.8	-1	-1.9	-71	-4	-3	-6
O=C(CSc1nnc(Cc2ccccc2)o1)NC1CCCCC1	3	1.4	-0.4	-1.8	-9	-2.2	-3	0	4	-2
NC(=NC(=O)c1ccc(OC(F)(F)F)cc1)c1ccc(C(F)(F)F)cn1	-15	2.4	0.1	-1.3	.	-1.0	15	2	-3	-2
Cc1ccc(Nc2ncnc3sccc23)c(C)c1	4	-1.2	1.6	-1.6	4	-0.1	-4	38	-8	7

Record cards (already shown).
`COc1ccc(-n2nc(C(=O)N3CCC(C#N)CC3)c3c4ccccc4n(C)c3c2=O)cc1` is listed with SR-BI DiI inh = -9; phage Ecoli inh = 1.4; AddAB inh = -2.0; CAL PDZ FP-1 = 0.1; CAL PDZ FP-2 = .; Ecoli viability = 0.7; SR-BI DiI-HDL act = 9; MITF TRPM1 HTS = -9; Tat transport = 2; Wnt bcat act = -2
`O=C(O)C/C(=C\c1ccc(N2CCOCC2)c([N+](=O)[O-])c1)c1nc2ccccc2s1` is listed with SR-BI DiI inh = .; phage Ecoli inh = -1.2; AddAB inh = -3.0; CAL PDZ FP-1 = -2.3; CAL PDZ FP-2 = 0; Ecoli viability = -2.3; SR-BI DiI-HDL act = .; MITF TRPM1 HTS = 0; Tat transport = -2; Wnt bcat act = -1

Back to the main list, starting 4 compounds before the break.
SMILES	SR-BI DiI inh	phage Ecoli inh	AddAB inh	CAL PDZ FP-1	CAL PDZ FP-2	Ecoli viability	SR-BI DiI-HDL act	MITF TRPM1 HTS	Tat transport	Wnt bcat act
COc1ccccc1C(=O)N/N=C(\C)c1ccc(NC(=O)C2CC2)cc1	?	1.6	1.6	-2.8	-1	-1.9	-71	-4	-3	-6
O=C(CSc1nnc(Cc2ccccc2)o1)NC1CCCCC1	3	1.4	-0.4	-1.8	-9	-2.2	-3	0	4	-2
NC(=NC(=O)c1ccc(OC(F)(F)F)cc1)c1ccc(C(F)(F)F)cn1	-15	2.4	0.1	-1.3	.	-1.0	15	2	-3	-2
Cc1ccc(Nc2ncnc3sccc23)c(C)c1	4	-1.2	1.6	-1.6	4	-0.1	-4	38	-8	7
Cc1ccc(/C=N/N2C(=O)C3C(C2=O)C2C=CC3C23CC3)o1 (centres undefined)	-15	1.7	-1.4	-3.6	-4	-1.4	15	11	-4	.
O=S(=O)(/N=C(\Nc1ccc(F)cc1)C(F)(F)F)c1ccccc1	-7	-1.7	2.0	-0.3	4	1.4	7	5	-3	0
COCC(C)n1c(COc2ccccc2F)nnc1SCC(=O)Nc1oc(C)c2c(C)n[nH]c(=O)c12 (centres undefined)	-6	0.1	0.0	-2.9	-2	0.4	6	-2	0	0
Cc1ccc(CNC(=O)COC(=O)c2ccc(S(=O)(=O)N3CCCCCC3)cc2)cc1	-3	1.9	.	-1.4	0	.	3	11	-2	-2
Cc1ccc(S(=O)(=O)N(CC(=O)Nc2ccc(C)c(Cl)c2)C(=O)N2CCN(C)CC2)cc1	.	1.5	.	-2.2	-3	.	.	-6	-1	0
O=C(NCC1CC1)C1(C(F)(F)F)CC(CCc2ccccc2)CCCO1 (centres undefined)	0	4.1	-0.1	-0.9	1	0.0	0	-2	0	3
C=CCOc1ccc(/C=C/C(=O)OCC(=O)NCc2ccco2)cc1	-10	2.5	-0.9	-2.5	0	0.9	10	13	-6	-1
COc1cc2c(cc1OC)C1Cc3ccc(OC)c(OC)c3C[N+]1([O-])CC2 (centres undefined)	-6	1.7	2.8	-1.3	-1	-0.2	6	15	-9	-1
O=C(C[C@H]1C/C=C\C[C@@H](Cc2ccc(F)cc2)C(=O)O[C@@H](c2ccccc2)CNC1=O)NCCO	-8	1.1	0.6	-0.2	1	-1.0	8	-3	-3	1
Cc1cc(C)nc(SCc2nc3ccccc3n2C)n1	20	1.7	-2.2	.	-3	-3.1	-20	29	10	11
COc1ccc(CNCc2ccccc2C(F)(F)F)cc1	-13	4.5	3.5	-0.1	0	1.5	13	.	1	1
O=C(NCCC1CCCCN1S(=O)(=O)c1ccccc1)C(=O)NCc1ccncc1 (centres undefined)	-5	4.0	0.7	-0.2	-1	1.2	5	-9	9	-1
Cn1cnc(S(=O)(=O)Nc2ccccc2N2CCOCC2)c1	.	0.2	3.9	.	.	-1.1	.	.	.	0
Nc1nnc(CC(=O)N/N=C/c2ccc(-c3ccccc3Cl)o2)s1	8	3.4	1.1	-3.2	-12	0.1	-8	10	-12	.
Cc1ccccc1CN1CCN(CC(=O)NC(C)c2ccccc2)CC1 (centres undefined)	2	2.4	3.9	0.2	-2	-1.0	-2	.	0	-2
O=C(O)/C=C(/c1ccccc1)C(F)(F)F	-8	0.9	.	-0.9	-4	.	8	3	0	2
O=C(CCc1nnc2ccc(N3CCCCC3)nn12)NCC1CCN(Cc2ccc(F)cc2)CC1	-2	0.3	2.3	-2.7	-2	-0.1	2	9	-4	1
O=c1oc(-c2cccc([N+](=O)[O-])c2)nc2ccccc12	-1	-0.6	0.2	-0.9	-4	-1.1	1	7	-8	1
COc1cc(/C=N/Nc2ccccc2C(F)(F)F)ccc1O	19	1.2	-0.4	-1.1	2	0.0	-19	66	-2	1
COc1ccc(Br)cc1CN1CCN(C(=O)c2ccc(OC)c(OC)c2)CC1	22	4.1	-0.5	-0.5	-1	-0.8	-22	1	4	-2
COC(=O)[C@@]1(Cc2ccc(OC)cc2)[C@@H]2C(=CC(=O)[C@H]2CC(=O)C(=O)N(C)C)CN1C(=O)c1ccccc1	.	0.5	3.0	.	.	-0.3	.	.	.	1
C/C(=N\Nc1ccc(S(=O)(=O)Nc2ccc(Cl)cc2)cc1[N+](=O)[O-])c1ccc(N2CCOCC2)cc1	63	1.5	4.0	-0.3	.	-3.1	-63	-13	-2	?
CCc1ccccc1NC(=O)C1C(c2ccccc2)C1(Cl)Cl (centres undefined)	3	2.9	2.6	1.3	-2	0.5	-3	-4	6	2
COc1ccc(OCCOCC(O)CN2CCOCC2)cc1 (centres undefined)	-10	1.7	-0.9	0.1	3	-1.5	10	2	0	.
COc1ccc(CCNC(=O)C2CCN(c3nccc(C)n3)CC2)cc1	16	2.8	2.7	-2.1	1	2.8	-16	-3	-7	-1
